Screening data: PubChem BioAssay, National Center for Advancing Translational Sciences (NCATS)
JMJD2A Tudor inh: inhibitors of human JMJD2A Tudor domain; Potency, µM (series often up to 114 µM), inactives show at the top dose activity change, negative = inhibition, hits mostly inhibitors; AlphaScreen JMJD2A-Tudor / H3K4me3 peptide binding; 390,000 compounds, 4.4% hits; AID 504339; also: potency is read from the fitted curve at half-maximal effect; % is scaled to controls: 0 for no effect and ±100 for the full control effect; nearly all actives have a fitted effect of over 50% in size
BAZ2B block: blocks human BAZ2B; Potency, µM (top dose mostly 114 µM), for the others: at the top dose activity change, negative = inhibition, actives largely listed as inhibitors; AlphaScreen BAZ2B-H3K14Ac peptide displacement; 360,000 compounds, 4.4% hits; Q9UIF8; also: potency is read from the fitted curve at half-maximal effect; % is scaled to controls: 0 for no effect and ±100 for the full control effect; nearly all actives have a fitted effect of over 60% in size
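Multi-concentration screen (max 110 uM) measuring displacement of acetylated histone H3 peptide from BAZ2B by AlphaScreen, using 50 nM protein, 50 nM peptide and 10 ug/mL streptavidin donor plus Ni-chelate acceptor beads.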
ERG-DNA inh: ERG Ets/DNA interaction inhibition; P11308; fluorescence polarization, His-ERG Ets domain / labelled DNA; Potency, µM (top dose mostly 76.9 µM), for the others: at the top dose FP activity, negative = inhibition, most hits filed as inhibitors; 370,000 compounds, 0.028% hits; active = well fitted inhibition curve with a large enough effect in the polarisation, with a control signal flat; inconclusive = small, poorly fitted or top-dose-only effect, or effect the other way, or a change in a side signal; inactive = no such curve, though single readings can be large or run the other way; the % refers to the polarisation;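 also: polarization taken with two DNA probes labelled with fluorescein and Texas red; potency is read from the fitted curve at half-maximal effect; % of control where 0% means no effect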
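His-tagged ERG Ets domain (1 uM in the protein solution; 300mM KCl, 50mM Tris-HCl, 1mM EDTA, 1mM DTT, pH 7.5) received compound, then a probe mix of 5 nM fluorescein-DNA and 100nM Texas-615-DNA. Fluorescence polarization was read for both dyes.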
PI4K2A block: blocks human PI4K2A kinase activity; Q9BTU6; purified PI4K2A, ADP-Glo luminescence, 1 h; stronger effect = lower value; activity change, negative = inhibition, % at 76.9 µM; 420,000 compounds, 0.13% hits; AID 1346378; in the data active = activity change below about -50%; inconclusive = mostly about -30% to -49%;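 also: -100% = wells without enzyme as full effect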
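ADP-Glo luminescence measured ADP generated by PI4K2A enzyme (4 ug/mL before mixing) with 1.2 mM PI substrate (pre-mix) and 300 microM ATP (pre-mix). Tris pH7.5 buffer with MgCl2, Triton X-100; 1 h reaction at ambient temperature.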
GLS inhibitor: blocks human kidney-isoform glutaminase activity; GLS enzymatic activity, qHTS titration; Potency, µM (top dose mostly 45.5 µM), for inactives: top-dose activity change, negative = inhibition, usual class: inhibitors; 410,000 compounds, 0.21% hits; also: potency is read from the fitted curve at half-maximal effect; % is scaled to controls: 0 for no effect and ±100 for the full control effect
Target sequence (O94925 whole entry, looked up, canonical isoform): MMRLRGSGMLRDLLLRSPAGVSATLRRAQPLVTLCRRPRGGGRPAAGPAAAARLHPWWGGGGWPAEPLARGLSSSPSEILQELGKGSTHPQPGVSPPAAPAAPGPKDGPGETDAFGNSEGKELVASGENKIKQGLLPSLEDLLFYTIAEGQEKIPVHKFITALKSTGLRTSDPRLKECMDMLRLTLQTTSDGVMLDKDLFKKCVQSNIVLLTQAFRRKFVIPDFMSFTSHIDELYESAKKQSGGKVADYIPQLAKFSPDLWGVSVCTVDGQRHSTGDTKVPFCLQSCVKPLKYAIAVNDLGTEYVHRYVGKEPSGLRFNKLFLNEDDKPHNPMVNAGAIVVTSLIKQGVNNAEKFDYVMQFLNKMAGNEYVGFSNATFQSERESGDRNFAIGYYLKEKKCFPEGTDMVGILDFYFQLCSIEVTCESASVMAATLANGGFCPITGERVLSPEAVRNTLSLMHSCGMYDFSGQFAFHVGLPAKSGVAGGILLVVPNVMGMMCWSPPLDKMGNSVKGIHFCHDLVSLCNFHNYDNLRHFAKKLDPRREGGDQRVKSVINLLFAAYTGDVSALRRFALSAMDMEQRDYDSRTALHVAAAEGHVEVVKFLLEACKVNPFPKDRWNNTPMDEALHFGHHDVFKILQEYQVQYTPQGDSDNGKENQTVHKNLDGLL
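Two-point fluorescence kinetic (t0, 30 min RT) for hKGA; glutamate detected via glutamate oxidase–HRP–Amplex Red. Substrate: 1 mM L-glutamine solution; buffer 45 mM KH2PO4, pH 8.2.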
12-LOX inh: blocks human arachidonate 12S-lipoxygenase. P18054. 580,000 compounds, 1.1% hits. purified 12hLO, xylenol orange hydroperoxide absorbance. AID 1671190. Potency, µM (titrated, usually from 108 µM), without a hit: at the top dose activity change, negative = inhibition, most hits filed as inhibitors; also: potency is read from the fitted curve at half-maximal effect; % is scaled to controls: 0 for no effect and ±100 for the full control effect
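Purified human 12hLO at 150 nM in 25 mM Hepes, 0.01% Triton X-100, pH 7.0, preincubated 15 min at room temperature with compound. Reaction started with 40 uM arachidonic acid, 30 min at room temperature. Hydroperoxide measured by Fe-xylenol orange, 573/405 nm absorbance ratio.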
HP1b binding inh: HP1-beta chromodomain-methylated histone interaction inhibition | Potency, µM (highest dose often 114 µM), inactives show at the highest dose activity change, negative = inhibition, hits mostly inhibitors | 390,000 compounds, 0.56% hits | AlphaScreen HP1-beta / biotin-H3K9me3 peptide binding | P83916; also: potency is read from the fitted curve at half-maximal effect; nearly all actives have a fitted effect of over 70% in size; inactives centre near 23
Target sequence (P83916 whole entry, looked up): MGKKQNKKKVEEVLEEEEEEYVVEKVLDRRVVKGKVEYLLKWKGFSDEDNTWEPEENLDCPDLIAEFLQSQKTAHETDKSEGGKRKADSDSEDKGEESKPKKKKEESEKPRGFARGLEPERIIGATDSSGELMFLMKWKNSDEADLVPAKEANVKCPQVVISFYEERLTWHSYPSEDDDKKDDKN
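HP1-beta protein (50 nM final) preincubated 30 min at room temperature with biotinylated H3(1-18)K9me3 peptide (50 nM) in PBS pH 7.4, 0.01% Tween-20, then compound added for 30 min. AlphaScreen streptavidin donor/nickel chelate acceptor beads (10 ug/mL final), 30 min dark, luminescence read.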
G9a block: G9a (human) methyltransferase inhibition | 350,000 compounds, 8.8% hits | G9a H3K9 monomethylation, AlphaScreen, 2 h | Q96KQ7 | Potency, µM (doses to about 102 µM), without a hit: top-dose activity, negative = inhibition, most hits filed as inhibitors; also: potency is read from the fitted curve at half-maximal effect; % is scaled to controls: 0 for no effect and ±100 for the full control effect; nearly all actives have a fitted effect of over 75% in size
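Quantitative HTS format: methyltransferase activity on a biotin-tagged H3K9 peptide is measured by AlphaScreen, using a rabbit anti-monomethyl-H3K9 antibody with streptavidin donor and anti-IgG acceptor beads. Final levels are 20 nM enzyme, 500 nM peptide, 20 uM SAM; 2 h RT.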
RGS4 inhibitor: human RGS4 inhibition; Transcreener GDP fluorescence polarization, RGS4-accelerated GTP hydrolysis; 390,000 compounds, 0.039% hits; P49798; Potency, µM (doses to about 114 µM), inactives show at the highest dose activity change, negative = inhibition, actives largely listed as inhibitors; also: potency is read from the fitted curve at half-maximal effect; % is scaled to controls: 0 for no effect and ±100 for the full control effect; nearly all actives have a fitted effect of over 75% in size; some results filed as inactive show a strong effect at the top dose
Target sequence (P49798 whole entry, looked up): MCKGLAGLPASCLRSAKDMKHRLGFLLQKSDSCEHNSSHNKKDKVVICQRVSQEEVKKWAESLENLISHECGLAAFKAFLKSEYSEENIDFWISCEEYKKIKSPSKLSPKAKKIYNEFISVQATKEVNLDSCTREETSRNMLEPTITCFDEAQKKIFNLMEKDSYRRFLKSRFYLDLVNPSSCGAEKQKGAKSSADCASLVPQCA
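MLSMR compounds (23 nl, pin-transferred) preincubated 10 min at room temperature with a 500nM (2x) first reagent, then RGS4 at 900nM (2x) plus Transcreener GDP mix added; fluorescence polarization (620/688 nm) read before and after 90 min at 30 °C.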
Active calls of the source: *; ? = inconclusive; . = not tested or not shown; & = joins results of further samples; [ ] = another dose, or the depositor's remark. Unless noted, calls follow the shape of the dose curve; as a rule, active = well fitted curve in the direction sought with a large enough effect; inconclusive = small, poorly fitted or top-dose-only effect, or another doubt; inactive = no such curve, though single readings can be large; an effect the other way counts as inactive or inconclusive.

JMJD2A Tudor inh	BAZ2B block	ERG-DNA inh	PI4K2A block	GLS inhibitor	12-LOX inh	HP1b binding inh	G9a block	RGS4 inhibitor	canonical_smiles
1.4%	-21.6%	-7.1%	-6.1	-2.9%	-18.6%	-12.2%	28.2µM*	-43.6%	O=C(Nc1nnc(Cc2ccc(Cl)cc2)s1)C1CCCO1 (stereo unspecified)
-6.7%	-0.7%	-8.2%	-1.3	0.0%	-3.8%&15.1%	-2.4%	6.0%	9.7%	CCN(Cc1cc(=O)[nH]c2ccccc12)C(=O)C(C)C
1.5%	10.9%	-2.2%	-4.8	1.0%	-12.0%	35.2%	-4.0%[0.501 µM]	-37.4%	CCOc1ccccc1N(CC(=O)NC(C)(C)C)C(=O)CCC(=O)Nc1nccs1
-12.5%	-4.9%	-5.2%	-3.3	-11.4%	16.4%	6.7%[57 µM]	17.5%	0.5%	CC1CCN(c2ccc3nnc(CCC(=O)Nc4ccc(F)c(F)c4)n3n2)CC1
0.3%	-4.8%	-9.1%	1.9	9.5%	12.7%	11.4%	15.8%[59 µM]	5.5%	O=C(CSCc1ccc(Cl)cc1)NN=C1CCCCCC1
?	-30.8%	-9.5%	2.9	-0.7%	-2.5%	11.1%	21.7%[2.33 µM]	5.3%	Cn1c(Cc2nc3ccccc3n2C)nc2ccccc21
-2.7%	1.8%	10.4%	-5.8	-21.7%	-5.7%	31.6%[activator]	31.5%	-30.6%	C/C(=N\NC(=O)C1CCCC1)c1ccc(Cl)cc1
-14.3%	11.2%	3.8%	-1.2	-16.3%	?	24.6%	-50.4%	25.1%	O=C(Nc1ccon1)c1cnc2sccn2c1=O
-9.4%	-5.3%	1.5%	-2.3	2.9%	218.8%[activator]	34.0%	17.4%[12.7 µM]	-17.5%	COc1ccc2c(c1)CCCC21NC(=O)N(CC(=O)c2cc(F)ccc2F)C1=O (stereo unspecified)
-18.5%	-2.3%	.	-3.5	-0.6%	-10.4%	19.9%	11.2%[59 µM]	-8.1%	COc1ccc(-c2csc3nc(C)n(-n4cccc4)c(=O)c23)cc1OC
2.1%	-12.9%	7.2%	-2.1	9.9%	-1.1%	56.4%[activator]	-8.7%	-12.0%[11.4 µM]	CC(C)(C)NC(=O)/C(=C\c1ccccc1F)NC(=O)c1ccc([N+](=O)[O-])cc1
-19.3%	-27.1%	3.7%	0.2	-13.0%	-3.6%	25.4%	-36.2%	-17.0%	Cc1c(Cl)cccc1NC(=S)N(Cc1cccnc1)Cc1ccccc1Cl

Some of the entries above in a different format.
molecule,JMJD2A Tudor inh,BAZ2B block,ERG-DNA inh,PI4K2A block,GLS inhibitor,12-LOX inh,HP1b binding inh,G9a block,RGS4 inhibitor
Cn1c(Cc2nc3ccccc3n2C)nc2ccccc21,?,-30.8%,-9.5%,2.9,-0.7%,-2.5%,11.1%,21.7%[2.33 µM],5.3%
CCOc1ccccc1N(CC(=O)NC(C)(C)C)C(=O)CCC(=O)Nc1nccs1,1.5%,10.9%,-2.2%,-4.8,1.0%,-12.0%,35.2%,-4.0%[0.501 µM],-37.4%

Going on with the list.
JMJD2A Tudor inh	BAZ2B block	ERG-DNA inh	PI4K2A block	GLS inhibitor	12-LOX inh	HP1b binding inh	G9a block	RGS4 inhibitor	canonical_smiles
7.4%	1.8%	1.0%	7.9	.	0.0%	26.9%	?	-2.1%	CCCCC(=O)Nc1ccc(C(=O)N2CCC(C(=O)OCC)CC2)cc1
-18.8%	-16.9%	-16.3%	6.3	-0.1%	-12.4%	28.3%	-33.1%	-24.8%	O=C(NC(=S)Nc1ccc(S(=O)(=O)Nc2nccs2)cc1)C1CC1
-7.9%	-13.2%	1.7%	-0.7	4.2%	-20.1%	13.5%	-6.8%[59 µM]	21.8%	COc1ccc2c(c1)c(=O)c(C(=O)c1ccc(C)c(C)c1)cn2CC(=O)Nc1ccc2c(c1)OCCO2
2.0%	.	-1.1%	2.2	3.9%	6.2%	35.5%	.	-1.9%	Cc1[nH]nc(C(F)(F)F)c1CCC(=O)NC1CCCCCC1
-16.3%	-34.8%	-11.9%	-4.7	-0.7%	-2.6%	29.8%	-33.5%[59 µM]	-5.3%	NC(=O)CC(NC(=O)Cc1ccc(Br)cc1)c1ccc(N2CCN(c3ccccc3)CC2)c([N+](=O)[O-])c1 (stereo unspecified)
-6.5%	-3.8%	2.4%	-1.6	-2.4%	-0.8%	25.4%	38.4%	2.5%	CC(NC(=O)Nc1ccc(Br)cc1)C(C)(C)C (stereo unspecified)
?	4.2%	-0.8%	-7.6	9.7%	-1.5%	?	3.55µM*	?	COc1ccc(-c2nsc(SCC(=O)Nc3cc(C)on3)n2)cc1
-13.6%	-3.0%	-3.6%	-2.9	5.9%	2.9%	18.7%	4.6%	-3.4%	O=C(CN(c1ccccn1)S(=O)(=O)c1ccc(F)cc1)Nc1ccc(F)cc1F
-18.1%	-9.3%	1.3%	0.7	-5.1%	-7.5%	12.0%	-15.5%	-1.2%	CCOC(=O)C1(C)C=C(Nc2ccc(OCC)cc2)C(=O)N1c1ccccc1 (stereo unspecified)
-1.7%	1.4%	-1.1%	-0.7	1.1%	7.9%	28.2%	8.2%[59 µM]	4.0%	Cc1cc(NC(=O)C2CCCN(S(=O)(=O)c3cccc4nonc34)C2)ccc1Br (stereo unspecified)
?	?	-3.7%	0.4	11.6%	.	-14.6%	1.9%[2.33 µM]	10.9%	CCOC(=O)N1CCN(c2ccc(S(=O)(=O)N3CCC(C)CC3)cc2[N+](=O)[O-])CC1
-14.7%	-11.2%	-3.8%	1.0	7.6%	-4.2%	24.4%	.	17.1%	Cc1cc(C)c(S(N)(=O)=O)c(C)c1N(C)S(=O)(=O)c1ccc(Cl)cc1
-12.1%	-14.4%	0.0%	-4.5	-0.5%	-8.6%	14.5%	0.4%[59 µM]	-22.3%	O=C(c1ccc2c(c1)N(Cc1ccccc1)C(=O)c1ccccc1S2(=O)=O)N1CCOCC1
6.31µM*	-18.3%	21.5%	-7.6	0.0%	?	29.1%	7.94µM*	4.4%	O=c1c2ccccc2cnn1Cc1n[nH]c(=S)n1-c1ccc(F)cc1
0.0%	-19.5%	4.4%	2.5	-15.8%	5.4%	31.2%	25.0%	10.2%	COc1ccc(C(C(=O)NC(C)(C)C)N(C(=O)Cn2nnc3ccccc32)c2cccc(C(C)=O)c2)cc1O (stereo unspecified)
-19.6%	-36.3%	12.4%	-0.6	7.2%	-3.1%	19.2%	-10.3%[59 µM]	-5.2%	NC1=NC(c2cccc(Cl)c2)n2c(nc3ccccc32)N1 (stereo unspecified)
-2.6%	7.1%	1.1%	-1.2	4.8%	-2.3%	32.2%	35.0%[12.7 µM]	-2.0%	C/C(=N\NC(=O)OC(C)(C)C)c1ccccc1Br
-15.9%	?	-5.3%	-1.1	0.6%	0.6%	13.0%	10.1%	-19.3%	CCOC(=O)c1c(S(=O)(=O)N(C)C2CCCCC2)c(C)n(C)c1C
8.7%	-12.4%	5.4%	4.0	1.5%	2.9%	32.3%[activator]	16.2%[59 µM]	-12.8%	CCn1c(=O)cc(OCC(=O)NCc2cccs2)c2ccccc21
-26.7%	3.5%	-8.6%	1.7	2.9%	?	-5.8%	17.8µM*	-6.0%	COCCN(CCOC)c1nc(N)c2c(N)nc3c(c2c1C#N)CC(=O)N3Cc1ccc(Cl)cc1
-21.7%	?	5.1%	14.3	-6.5%	-2.4%	25.7%	50.1µM*	1.7%	O=Cc1ccc(-c2cccc(C(=O)O)c2)o1
-17.9%	-0.8%	0.7%	-2.1	2.6%	-10.5%	20.0%	11.2%	-5.8%	CCn1c(SCC(=O)N(C)C2CCS(=O)(=O)C2)nnc1-c1cccs1 (stereo unspecified)
-27.4%	-25.7%	-9.0%	-6.3	-3.6%	11.3%	0.5%	-0.2%	-24.6%	COC(=O)[C@@H](Cc1c[nH]c2ccccc12)NC(=O)CCC(=O)c1ccc(Br)cc1
?	?	1.9%	-1.9	0.6%	3.7%	-7.3%	?	-4.9%	COc1ccc(/C(C)=N/Nc2nc(C)c(C(C)=O)s2)cc1
-25.4%	-3.2%	0.4%	-3.2	9.0%	?	50.3%[activator]	?	-10.8%	COc1ccc(S(=O)(=O)NCCSCc2cccs2)cc1
-3.7%[11.4 µM]	-12.0%	12.5%	0.9	6.2%	-11.8%	26.6%	-14.7%	22.8%[11.4 µM]	O=C(c1ccc(CSc2nc3ccncc3[nH]2)cc1)N1CCCCCC1
-14.2%	3.4%	14.0%	-3.9	-1.2%	3.2%	31.4%	-45.9%	-1.8%	COc1cccc(N=CC2=C(O)CC(C)(C)CC2=O)c1
26.6%	5.2%	2.6%	-1.9	-9.0%	-22.4%	43.3%[activator]	15.9%[59 µM]	-3.2%	COc1ccc(OCc2nc(-c3ccc(OC)c(OC)c3)no2)cc1

Only part of the results is shown (hit frequency here may not be typical).
